# Bioassay records as filed in PubChem BioAssay.
# FN deposit inh: fibronectin deposition inhibition. AH1F fibroblasts, Alexa488-fibronectin deposition fluorescence, overnight. inhibition, % at 12.6 µM. 0.086% of 350,000 active. AID 743247;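 active = mean inhibition across replicates of 30% or more, regardless of how many single replicates reach that level; inconclusive = mean under 30% yet at least half of replicates reach 30%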;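 note: positive control wells lacked labelled fibronectin entirely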
#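 Assay system: AH1F fibroblasts assembling fluorescent fibronectin matrix; Amount: 10000 AH1F cells per well; Buffer or medium: DMEM, 2% serum; Probe or stimulus: Alexa488-fibronectin, 24 nM final in well; Doses: single compound dose, delivered by pin transfer; Incubation: 1 h adhesion, overnight exposure; Measured by: fluorescence 485/525 nm; Read-out: fibronectin deposition inhibition.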
# XiGFP reactiv: X-chromosome reactivation activator; XiGFP mouse fibroblasts, % GFP-positive cells imaging, 3 d; cells co-treated with 5-aza-dC sensitizer; scaled so ellipticine positive control = 100%; 0.055% of 360,000 active; AID 743238; activation, % at 7.58 µM;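 active = mean normalized replicate activation at least 10% and every replicate at or above 10%; inconclusive = only one of the two criteria met; inactive = mean below 10% and not all replicates reach 10%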;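 note: 0% = median of on-plate neutral control wells and 100% = ellipticine 6 µM median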
#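 System: XiGFP fibroblasts, SV40-immortalized. Medium: DMEM plus 5-aza-dC sensitizer. Doses: single point. Timing: 3 d treatment, 15 min room-temperature fixation. Control set: ellipticine 6 µM.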
# Numbers without * were called inactive; ? = inconclusive. Only part of the results is shown; rates above refer to the full screens.
# Values in the order – XiGFP reactiv, FN deposit inh
O=C(Nc1ccccc1)N1N=C(c2cccs2)CC1c1cccs1 (centres undefined)
 : 0.1, 2
Cc1ccc(-c2cc(-c3ccccc3)c(C#N)c(Br)n2)cc1
 : -0.1, -2
COc1ccccc1OCC(=O)n1cc(C(=O)c2cc(Cl)cc(Cl)c2O)cn1
 : 0.2, 1
O=C(/C=C/Nc1ccccc1F)c1cccs1
 : 0.3, -6
Nc1nc(NCCCN2CCOCC2)nc(Nc2ccccc2)c1[N+](=O)[O-]
 : -0.1, 7
O=C(COc1ccc2ccccc2c1Br)NC(=S)Nc1cccc(CO)c1
 : 0.5, -3
CC(C)NC(=O)Nc1ccc2c(c1)CC(=O)N(C)C[C@@H](C)[C@@H](CN(C)S(C)(=O)=O)O2
 : 0.2, 7
Cc1nn(CC(=O)NCc2ccc(-n3cccn3)cc2)c(C)c1[N+](=O)[O-]
 : 0.4, -14
CNC[C@H]1Oc2ccc(NS(C)(=O)=O)cc2C(=O)N(C)C[C@H]1C
 : 0.5, -2
COc1cc(NC(=S)N2CCN(C(=O)c3ccco3)CC2)c(OC)cc1Cl
 : 0.1, 5
CC(C)NC(=O)c1ccc(-n2nc(C(F)(F)F)c3c2CCCC3)cc1
 : 0.2, -4
CC(=O)N(C)C[C@@H]1Oc2c(NS(C)(=O)=O)cccc2C(=O)N(C)C[C@@H]1C
 : 0.2, 2
O=C1CCC(=O)N[C@@H](c2ccccc2)C/C=C\CCN1
 : 0.5, 4
Cc1ccc(C(=O)NNC(=O)CSc2nnc(-c3ccccc3)n2Cc2ccccc2)cc1
 : 0.2, 0
CC(C)NC(=O)Nc1ccc2c(c1)CC(=O)N(C)C[C@H](C)[C@@H](CN(C)S(C)(=O)=O)O2
 : 0.0, 3
O=C(c1ccc(-c2cc3ccccc3oc2=O)cc1)N1CCN(c2ccc(Cl)cc2[N+](=O)[O-])CC1
 : 0.4, 2
Cc1cc(C(=O)CN2CCCCC2)c(C)n1-c1ccc(F)cc1
 : 0.1, -4
COc1ccccc1C#Cc1ccc2c(c1)[C@H]1[C@H](CCN1S(=O)(=O)c1ccc(C)cc1)[C@H](CO)N2C
 : -0.1, 3
COc1ccc(C)cc1S(=O)(=O)N(C)CC(=O)NC1CCCC1
 : 0.1, -5
CC(C)c1cc(C(=O)N/N=C/c2cccnc2)cs1
 : ?, -6
O=C(O)C1CC=CCC1C(=O)Nc1ccc(N2CCN(Cc3ccccc3)CC2)cc1 (centres undefined)
 : 0.0, 3
CCc1nnc(NC(=O)c2oc3cc(C)c(C)cc3c2C)s1
 : 0.2, 1
S=C(NCc1ccc(Cl)cc1Cl)Nc1ccccc1
 : 0.1, 2
C/C(=N\NC(=O)c1ccccc1)c1ccc(C)c([N+](=O)[O-])c1
 : -0.1, 10
CC(C)NC(=O)N(C)C[C@H]1Oc2ccc(N(C)C)cc2CC(=O)N(C)C[C@H]1C
 : 0.8, -14
Cc1[nH]n(-c2ccccc2)c(=O)c1/C=N/N(C)c1ccccc1
 : 0.0, 0
Cc1ccc(-n2ncc3c(SCc4cccc(C)c4)ncnc32)cc1
 : -0.1, -5
CCN(CC)C(=O)c1ccc(-c2ccccc2)cc1
 : -0.1, 3
COc1cc2c(cc1NC(=O)C(C)Sc1nc3ccccc3n1C)oc1ccccc12 (centres undefined)
 : 0.0, 9
COc1cccc(CN(C)C[C@H]2OCc3ccccc3-c3ccccc3C(=O)N([C@H](C)CO)C[C@H]2C)c1
 : 0.9, -7
O=C(NCc1ccc(Cl)cc1Cl)c1ccc2nc[nH]c2c1
 : 0.0, 2
CCC(OCC(O)CN1CCN(CCN2C(=O)c3cccc4cccc(c34)C2=O)CC1)c1ccccc1 (centres undefined)
 : 0.0, 3
NS(=O)(=O)c1ccc(CCNC(=O)c2cc(-c3ccc(Br)cc3)nc3ccccc23)cc1
 : 0.0, -2
C[C@H](CO)N1C[C@H](C)[C@@H](CN(C)S(=O)(=O)c2ccccc2F)OCc2ccccc2-c2ccccc2C1=O
 : 0.0, 3
CCOc1cc(N2CCOCC2)c(OCC)cc1NC(=O)CN1CCCC1
 : 0.0, 2
CC(C)[C@H]1COCn2nncc2CC[C@H](Cc2ccc(Cl)cc2)C(=O)N1
 : 0.1, -1
Cc1ccc2nc(-c3ccc(N4C(=O)CC(N5CCN(CCO)CC5)C4=O)cc3)sc2c1 (centres undefined)
 : 0.0, -3
Cc1noc(NS(=O)(=O)c2ccc(NC(=O)C34CC5CC(C3)CC(n3cnc(Cl)n3)(C5)C4)cc2)c1C
 : 0.0, -12
COc1cc(OC)c(OC)cc1/C=N/NC(=O)C[n+]1ccccc1
 : -0.1, 15
Cc1ccccc1NC(=O)NCc1ccc2c(c1)OCO2
 : 0.1, 4
Cc1ccc(N2CCN(C3=NC(=O)/C(=C\c4cn[nH]c4-c4ccccc4)S3)CC2)cc1
 : 0.1, -7
Cc1cccc(NC(=O)COC(=O)Cc2c[nH]c3ccccc23)c1C
 : 0.1, 2
C[C@@H]1CC=CC[C@@H](c2ccc3c(c2)OCO3)NC(=O)[C@@H](C)N(C)C(=O)c2ccccc2O1 (mixture of isomers)
 : 0.9, 10
Cc1ccc(/C=C/C(=O)NCCCN2CCN(CCCNC(=O)/C=C/c3ccc(C)o3)CC2)o1
 : -0.1, -19
CC(=O)Nc1ccc2c(c1)CC(=O)N(C)C[C@H](C)[C@H](CN(C)C(C)=O)O2
 : 0.1, 1
Cc1ccc2[nH]c(=O)c(CN(CC3CCCO3)C(=S)NCc3ccco3)cc2c1 (centres undefined)
 : -0.2, -4
Cc1cc(-c2n[nH]c(=S)n2-c2ccccc2C)cs1
 : 0.4, 0
CCOc1ccc2nc(/N=C/c3nc(-c4ccccc4)oc3O)sc2c1
 : -0.1, -1
O=C(CCC(=O)OCc1ccc([N+](=O)[O-])cc1)Nc1ccc(F)cc1
 : 0.0, -6
CS(=O)(=O)NCC(c1ccco1)N1CCN(c2ccc(F)cc2)CC1 (centres undefined)
 : 0.5, 6
COCc1nnc(NC(=O)c2ccc(Cl)cc2[N+](=O)[O-])s1
 : 0.2, 2
COc1cccc(NC(=O)CSc2c3c(nc4ccccc24)CCCC3)c1
 : 0.0, 5
COc1ccc2c3c([nH]c2c1)[C@H](CO)N(Cc1ccccc1OC)CC31CN(C(C)=O)C1
 : 0.0, -6
C[C@H]1CN(C)C(=O)c2cccc(NS(C)(=O)=O)c2O[C@H]1CN(C)C
 : 0.1, -13
Cc1cc(SCC(=O)N(C)CC(=O)Nc2ccc(F)cc2)nc2ccccc12
 : 0.3, 5
O=C1CCCCn2nncc2COC[C@H](Cc2ccccc2)N1
 : -0.1, 0
CN(C)CCCNC(=O)C[C@H]1CC[C@H]2[C@@H](COc3ccc(NC(=O)CN(C)C)cc3C(=O)N2C)O1
 : 0.2, 0
CC1CCCCN1S(=O)(=O)c1ccc(N(C(=O)c2cnccn2)C(C(=O)NC2CCCC2)c2cccs2)cc1 (centres undefined)
 : 0.1, -1
CCCCN1C(=O)c2ccc(C(=O)NCCN3C(=O)S/C(=C\c4cccnc4)C3=O)cc2C1=O
 : 0.6, 2
NNC(=O)C12CC3CC(C1)CC(n1ncnn1)(C3)C2
 : -0.1, -3

# Part of the list above in order of heavy-atom count, largest number first.
# Values in the order – XiGFP reactiv, FN deposit inh
CC1CCCCN1S(=O)(=O)c1ccc(N(C(=O)c2cnccn2)C(C(=O)NC2CCCC2)c2cccs2)cc1 (centres undefined)
 : 0.1, -1
CCCCN1C(=O)c2ccc(C(=O)NCCN3C(=O)S/C(=C\c4cccnc4)C3=O)cc2C1=O
 : 0.6, 2
NNC(=O)C12CC3CC(C1)CC(n1ncnn1)(C3)C2
 : -0.1, -3

# Further compounds follow.
# Values in the order – XiGFP reactiv, FN deposit inh
COc1ccc2c(c1)c1nc3ccccc3nc1n2CCCN1C(=O)c2ccccc2C1=O
 : 2.4, -6
CN(C)S(=O)(=O)c1cccc(-c2nn(-c3ccccc3)cc2/C=C(/C#N)C(=O)NCc2ccco2)c1
 : 0.2, 1
CCn1c(=S)[nH]c2sc3c(c2c1=O)CCCCC3
 : 0.0, 9
Cc1cc(C)cc(NC(=O)c2oc3ccccc3c2COc2ccccc2)c1
 : 0.0, 7
Cc1ccc(/C=N/NC(=O)CSc2nc3ccccc3n2Cc2ccc(Cl)cc2)o1
 : -0.1, 9
O=C(N/N=C/c1ccccn1)c1cc(-c2ccncc2)nc2ccccc12
 : 0.3, 16
CC(=O)N(C)C[C@@H]1Oc2ccc(NC(=O)NC(C)C)cc2CC(=O)N(C)C[C@H]1C
 : 0.2, -7
NC(=O)c1ccc(NCCCN2CCOCC2)c([N+](=O)[O-])c1
 : 0.0, 7
C[C@H](CO)N1C[C@H](C)[C@@H](CN(C)S(=O)(=O)c2ccc(F)cc2)Oc2c(NS(=O)(=O)c3cn(C)cn3)cccc2C1=O
 : 0.6, -3
COC(=O)c1nnn(CC(=O)NC(=O)Nc2c(C)cccc2C)c1C(=O)OC
 : 0.0, 23
CC(=O)N(C)C[C@H]1Oc2ccc(N)cc2C(=O)N(C)C[C@H]1C
 : 0.2, 4
CC[C@H]1C/C=C\C[C@@H](c2ccccc2)NC(=O)CCC(=O)N1
 : 0.2, -2
CC1(C)Cc2c(sc3nnn(Cc4ccccc4)c(=O)c23)CO1
 : 0.0, 12
CS(=O)(=O)N1C[C@@H]2C(c3ccccc3)[C@H](C1)N2CC(F)(F)F (some centres undefined)
 : 0.2, -13
CCOC(=O)CNc1ccc(C(=O)OCC)cc1[N+](=O)[O-]
 : 0.0, 0
CC/C(=N/NS(=O)(=O)c1ccc(Cl)cc1)c1ccc(O)cc1
 : 0.5, 4
O=C(CC1(O)C(=O)Nc2ccccc21)c1cccc(Br)c1 (centres undefined)
 : 0.5, -7
CCOC(=O)Cc1csc(NC(=S)NC(=O)c2ccc([N+](=O)[O-])cc2)n1
 : -0.1, 10
COc1ccc(CCN2C(=O)CC(Cc3ccc(Br)cc3)C2=O)cc1OC (centres undefined)
 : 0.0, -7
O=C1N[C@H](c2ccccc2)COCc2cnnn2CC[C@H]1Cc1ccc(C(F)(F)F)cc1
 : 0.0, -12

# Next section, starting with the last 2 of the part before.
# Values in the order – XiGFP reactiv, FN deposit inh
COc1ccc(CCN2C(=O)CC(Cc3ccc(Br)cc3)C2=O)cc1OC (centres undefined)
 : 0.0, -7
O=C1N[C@H](c2ccccc2)COCc2cnnn2CC[C@H]1Cc1ccc(C(F)(F)F)cc1
 : 0.0, -12
O=C(OCc1nc2ccccc2s1)c1cc2ccccc2oc1=O
 : 0.3, -9
Cc1ccc(C(=O)N/N=C\c2c(C)nn(-c3ccccc3)c2Cl)cn1
 : -0.1, 5
CCN(Cc1ccccc1)c1ccc(/C=N/NS(=O)(=O)c2cccc([N+](=O)[O-])c2)cc1
 : -0.1, 1
COc1ccc2c3c(n(C)c2c1)[C@@H](CO)N(Cc1ccccc1OC)CC31CCN(CC2CC2)CC1
 : 0.0, 5
COc1cc(/C=N/NC(=O)CCC(=O)Nc2ccc(C)cc2)ccc1O
 : 0.0, -4
Cc1cc(C2=NNC(=NC3CC3)SC2)c(C)n1-c1c(C)n(C)n(-c2ccccc2)c1=O
 : 0.0, -2
Cc1nc2sccn2c(=O)c1Br
 : 0.1, 0
CC(=O)Nc1cccc2c1O[C@@H](CN(C)C(C)=O)[C@H](C)CN(C)C2=O
 : 0.2, -9
Cc1c(-c2ccccc2)nc2ccccc2c1C(=O)NCc1cccs1
 : 0.2, 11
Cc1cc(C=C2C(=O)CCCC2=O)c(C)n1-c1ccccc1
 : 0.4, 0
CSc1nnc(SCC2=NNC(=O)SC2)s1
 : 0.2, 7
C[C@@H]1CC=CC[C@@H](c2ccccc2)NC(=O)[C@@H](C)N(C)C(=O)c2ccccc2O1 (mixture of isomers)
 : 0.4, 6
CC(=O)Nc1ccc2c(c1)CC(=O)N(C)C[C@H](C)[C@H](CN(C)S(C)(=O)=O)O2
 : 0.3, 0
CN(CCCCCC(=O)/C=N/O)Cc1ccccc1
 : 0.1, -1
COc1ccc2ncc(S(=O)(=O)c3ccccc3)c(N3CCC4(CC3)OCCO4)c2c1
 : 0.2, -2
Cc1ccc(N2C(=O)[C@@H]3C(C(=O)C(c4ccccc4)c4ccccc4)=NN[C@@H]3C2=O)cc1
 : 0.1, -1

# Compound profiles, as listed above. Order of values: XiGFP reactiv | FN deposit inh
# CC(=O)Nc1ccc2c(c1)CC(=O)N(C)C[C@H](C)[C@H](CN(C)C(C)=O)O2 is listed as 0.1 | 1
# Cc1ccc(N2C(=O)[C@@H]3C(C(=O)C(c4ccccc4)c4ccccc4)=NN[C@@H]3C2=O)cc1 is listed as 0.1 | -1
# O=C1CCC(=O)N[C@@H](c2ccccc2)C/C=C\CCN1 is listed as 0.5 | 4
# Cc1ccccc1NC(=O)NCc1ccc2c(c1)OCO2 is listed as 0.1 | 4
# COc1ccc2c3c(n(C)c2c1)[C@@H](CO)N(Cc1ccccc1OC)CC31CCN(CC2CC2)CC1 is listed as 0.0 | 5
